High-throughput results deposited in PubChem by National Center for Advancing Translational Sciences (NCATS).
GCN5L2 inh = GCN5L2 (KAT2A) acetyltransferase inhibition | Potency, µM (doses to about 58.9 µM), inactives show at the highest dose activity change, negative = inhibition, actives largely listed as inhibitors | actives 0.21% (n = 390,000) | GCN5L2 HAT assay, ThioGlo1 CoA-SH fluorescence | AID 504327
Target sequence (Q92830 whole entry, looked up): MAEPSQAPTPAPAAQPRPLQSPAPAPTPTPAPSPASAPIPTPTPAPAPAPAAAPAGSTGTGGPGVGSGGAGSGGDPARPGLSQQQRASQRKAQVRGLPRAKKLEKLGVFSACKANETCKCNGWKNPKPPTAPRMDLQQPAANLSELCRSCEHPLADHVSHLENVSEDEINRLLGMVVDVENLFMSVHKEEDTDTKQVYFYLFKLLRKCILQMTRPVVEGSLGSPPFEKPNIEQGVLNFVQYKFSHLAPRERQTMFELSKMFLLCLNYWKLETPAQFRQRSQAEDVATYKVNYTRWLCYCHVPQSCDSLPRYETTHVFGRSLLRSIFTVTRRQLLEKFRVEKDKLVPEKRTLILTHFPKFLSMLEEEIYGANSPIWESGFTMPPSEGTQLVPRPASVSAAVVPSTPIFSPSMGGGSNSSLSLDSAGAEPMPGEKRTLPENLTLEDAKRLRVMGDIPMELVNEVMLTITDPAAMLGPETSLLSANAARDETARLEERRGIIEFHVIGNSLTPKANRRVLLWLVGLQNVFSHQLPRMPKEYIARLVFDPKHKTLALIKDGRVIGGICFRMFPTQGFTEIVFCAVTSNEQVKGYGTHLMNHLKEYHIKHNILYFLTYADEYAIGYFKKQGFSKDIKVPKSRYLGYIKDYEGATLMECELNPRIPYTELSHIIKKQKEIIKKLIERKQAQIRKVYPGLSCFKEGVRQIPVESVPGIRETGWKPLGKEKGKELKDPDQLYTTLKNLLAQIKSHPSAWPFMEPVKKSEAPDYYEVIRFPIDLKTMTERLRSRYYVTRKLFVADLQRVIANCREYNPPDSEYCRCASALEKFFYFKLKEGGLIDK
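GCN5L2 (20 nM) in 50mM HEPES pH 7.5, 0.1mM EDTA, 0.01% Tween-20 preincubated 15 min with compounds at room temperature. Reaction started with H3(1-25) 75uM, acetyl-CoA 70uM, ThioGlo1 50uM; CoA-thiol fluorescence (Ex340/Em540) read at 0 and 20 min.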
FEN1 inhibitor = inhibitors of human flap endonuclease 1; actives 0.35% (n = 390,000); Potency, µM (series often up to 114 µM), inactives show at the highest dose activity change, negative = inhibition, actives largely listed as inhibitors; AID 588795; Recombinant FEN1 flap cleavage, fluorescence, 15 min; P39748; note: nearly all actives have a fitted effect of over 65% in size
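Steps: FEN1 (10 nM) dispensed; compound added by pin tool; 15 min at room temperature; substrate added to 50 nM final; reads at 0 min and 15 min; data normalized and fitted (four-parameter Hill).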
N370S GC mod = N370S glucocerebrosidase modulation, Gaucher chaperone candidate; N370S GC spleen homogenate, 4MU-glucoside fluorescence; actives 0.092% (n = 330,000); Potency, µM (top dose mostly 59.4 µM), for the others: top-dose activity change, negative = inhibition, usual class: inhibitors; P04062;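 note: 0% = full enzyme activity and -100% = no enzyme basal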
* marks the source's active call; other numbers are inactive results; u = inconclusive; x = no result given; & = joins results of further samples. Calls come from the whole dose curve; as a rule, active = well fitted curve in the direction sought with a large enough effect; inconclusive = small, poorly fitted or top-dose-only effect, or another doubt; inactive = no such curve, though single readings can be large; an effect the other way counts as inactive or inconclusive. Unless noted, % is set by controls: 0 for no effect and ±100 for the full control effect; potency is the fitted concentration of half-maximal effect. Hits appear at their usual frequency (roughly 0.54% active in at least one column).

SMILES | GCN5L2 inh | FEN1 inhibitor | N370S GC mod
Cc1cc(F)ccc1S(=O)(=O)N1CCCOC1CNC(=O)C(=O)NCCN1CCOCC1 (stereo not drawn) | -26% | 9% | -2%
Cc1ccc(NC(=O)CCCNC(=O)c2ccc(Cl)cc2)cc1S(=O)(=O)N1CCCCC1 | -7% | -6% | -13%
Cc1ccc(OCC(=O)Nc2ccccc2F)cc1C | -1% | -2% | 19%
CN1C(C(=O)NCc2cccc(C(F)(F)F)c2)CC2Cn3c(nc4cc(Cl)c(Cl)cc43)C21 (stereo not drawn) | -13% | -11% | -6%
Cc1ccsc1C1C2=C(CCCC2=O)Nc2ncnn21 (stereo not drawn) | -4% | 5% | 28%
CCC(=O)Nc1ccc2nc(C3CC3)n(Cc3ccc(C(C)(C)C)cc3)c(=O)c2c1 | -1% | -5% | 29%
CCOC(=O)Nc1ccc(S(=O)(=O)N2CCC(C)CC2)cc1 | -14% | 6% | 0%
COC(=O)c1cc2oc3ccccc3c2n1Cc1ccccc1Cl | -6% | -1% | x
Cc1cccc(N2CCN(C(=O)CS(=O)(=O)c3cccc4nsnc34)CC2)c1C | -9% | -17% | x
COc1cccc(CN2CCC(n3nccc3NC(=O)CCCc3ccccc3)CC2)c1O | u | -7% | -5%
O=C(Nc1nc(-c2ccccc2)cs1)C1CCCN(S(=O)(=O)c2cccc([N+](=O)[O-])c2)C1 (stereo not drawn) | -2% | -15% | x
CC(NC(=O)c1cc(S(=O)(=O)N(C)C)ccc1Cl)C1CC2CCC1C2 (stereo not drawn) | 1% | 2% | 3%
Cc1ccccc1C(=O)Nc1c2c(nn1C(C)(C)C)CS(=O)(=O)C2 | 0% | -15% | -8%
CNC(=O)N(c1ccccc1)c1ccccc1 | 0% | 11% | 9%&0%
C=C1CC[C@@H]2[C@](C)(CO)[C@H](O)CC[C@@]2(C)[C@@H]1/C=C/C1=CCOC1=O | 2% | -6%&9% | -5%&-1%
CN1CCN(C(=S)c2cn(Cc3ccccc3F)c3ccccc23)CC1 | -7% | 17% | u
COc1ccccc1NC(=O)C(=O)NCC1COc2ccccc2O1 (stereo not drawn) | -12% | -4% | 22%
Cc1nn(-c2ccccc2)c(C)c1/C=N/NC(=O)c1cc(-c2cccc3ccccc23)n[nH]1 | -5% | 9% | -8%
Cc1ccc(CC(NC(=O)C2CCCCC2)C(=O)O)cc1 (stereo not drawn) | 0% | -9% | x
O=C1NC(=Nc2ccccc2Cl)S/C1=C\c1cccc([N+](=O)[O-])c1 | -20% | -21% | 2%
Cc1cc(C)c2sc(NC(=O)C3=COCCO3)nc2c1 | -12% | -11% | -17%
COc1cc(NS(=O)(=O)c2ccc(NC(=O)c3ccc(S(=O)(=O)N4CCCCC4)cc3)cc2)ncn1 | 2% | -11% | -5%
O=C(CN1C(=O)NC2(CCCCC2)C1=O)Nc1ccccc1N1CCCCC1 | -4% | 14% | x
Cc1cccc(CCNC(=O)c2cc(=O)[nH]c3ccc(Br)cc23)c1 | -2% | x | -2%
Cc1nn(CC(=O)N2CCCCCC2)c(=O)c2cc3occc3n12 | -3% | -5% | -1%
O=C(NCCc1ccccc1)c1cc(Nc2ccccc2)nc2ccccc12 | -3% | 0% | x
Cc1noc(C)c1C(=O)Nc1nc(-c2ccc(F)c(F)c2)cs1 | -4% | 2% | x
Cn1ncc2c(Sc3ccc(Cl)cc3)ncnc21 | 0% | -2% | -19%
Cc1ccc(-c2csc(/C(C#N)=C/c3ccccc3Cl)n2)cc1 | -10% | -5% | x
CS(=O)(=O)N1CCC(C(=O)Nc2c(F)cccc2F)CC1 | 3% | 6% | -4%
Cc1ccc([N+](=O)[O-])cc1NC(=O)C(C)N1CCCCC1 (stereo not drawn) | 0% | 4% | 3%
CC1CCN(c2cc3c(cc2F)c(=O)c(S(=O)(=O)c2cccc(Cl)c2)cn3Cc2ccccc2)CC1 | -3% | 0% | x
Cc1ccc2oc(=O)n(CCNC(=O)Nc3ccc(Cl)cc3)c2c1 | -8% | 8% | x
CCn1c(C(=O)Nc2ccc(C)cc2C)cc2sc(Cl)cc21 | -2% | -18% | x
CCOc1ccc(NC(=O)Cn2c(=O)nc(-c3ccccc3)c3ccccc32)cc1 | 12% | 7% | x
CCOC(=O)c1ccc(NS(=O)(=O)c2c(C)nc3sccn3c2=O)cc1 | 1% | -5% | -10%
Cc1ccc(N/C=C/C(=O)c2ccccc2)cc1Br | -16% | -2% | 8%
COCCn1c(SCC(=O)Nc2cc(C)on2)nc2c(c1=O)SC(C)C2 (stereo not drawn) | 29% | 3% | 6%
CN(C)S(=O)(=O)n1cc(/C=C(\NC(=O)c2ccccc2)C(=O)N2CCCC2)c2ccccc21 | -6% | 1% | -1%
CCCOc1ccc(C2c3c(oc4ccccc4c3=O)C(=O)N2CCCN2CCOCC2)cc1 (stereo not drawn) | -7% | -4% | -3%
Cc1oc2ccc(Br)cc2c(=O)c1-c1nn[nH]n1 | 8% | 0% | -2%
CCS(=O)(=O)Nc1cccc(C2=NN(S(=O)(=O)c3ccccc3)C(c3ccco3)C2)c1 (stereo not drawn) | -28% | -11% | 3%
O=C(O)C1CCCCC1C(=O)Nc1ccc(F)c(F)c1 (stereo not drawn) | -2% | 2% | 5%
CCCN1C(=O)/C(=C/c2ccc(C)o2)SC1=Nc1ccc(OCC)cc1 | -1% | -3% | 3%
C=CCNC(=O)/C(=C\c1ccc([N+](=O)[O-])cc1)NC(C)=O | -25% | 13% | 0%
CCOC(=O)C1CCCN(CC(O)COc2ccccc2C(C)=O)C1 (stereo not drawn) | 0% | 0% | -1%
CC(=O)N1CCN(Cc2cc(=O)n3cc(Cl)c(C)c(Cl)c3n2)CC1 | -3% | -1% | 11%
COc1ccc(S(=O)(=O)NCCc2csc3nc(-c4ccccc4)nn23)cc1OC | -6% | -9% | x
Cc1ccc(OCC(=O)N2CCCCCCC2)cc1 | 2% | -4% | -4%
NC(=O)COC(=O)c1cccc(S(=O)(=O)N2CCCCC2)c1 | -7% | -7% | 0%
COc1ccccc1N1CCN(CC(=O)Nc2c(C)n(C)n(-c3ccccc3)c2=O)CC1 | -2% | 1% | -11%
CN(Cc1ccccc1)C(=O)c1ccc(NC2=NC3CS(=O)(=O)CC3S2)cc1 (stereo not drawn) | 1% | -5% | -4%
CC(=O)Nc1ccc(S(=O)(=O)NCCc2cn3nc(C)c(C)nc3n2)cc1 | -14% | -2% | u
Cc1ccc(NC(=O)COC(=O)c2ccc(=O)n(Cc3ccccc3)n2)cc1F | -7% | -11% | 0%
N#Cc1c(NC(=O)CSc2nc(N)cc(=O)[nH]2)sc2c1CCCC2 | 3% | -8% | 5%
Cc1cccc(N=Cc2cc3c(cc2[N+](=O)[O-])OCO3)c1 | -11% | -19% | -3%
CCC(=O)Nc1ccc(-c2cc3ccccc3oc2=O)cc1 | -8% | 13% | 8%
CN(Cc1cccs1)C(=O)c1ccc(Cl)c(S(=O)(=O)N2CCCCCC2)c1 | -6% | 16% | x
COc1ccc(-c2c(C#N)c(SCC(=O)Nc3ccc(Br)cc3)nc(C)c2C(=O)Nc2ccccc2)cc1 | -20% | 5% | x
COc1cccc(/C=N/NC(=O)CCn2nnc3ccccc32)c1 | -12% | 0% | -8%
Following part.
SMILES | GCN5L2 inh | FEN1 inhibitor | N370S GC mod
CN(C)c1ccc(CNC(=O)Cn2c(=O)oc3cc(S(=O)(=O)N4CCCCCC4)ccc32)cc1 | -19% | -5% | x
COc1cccc(C(O)c2cnc(C(C)C)n2C)c1 (stereo not drawn) | 0% | 1% | 4%
COc1ccc(-c2noc(CNC(=O)c3cc(OC)c(OC)c(OC)c3)n2)cc1 | -5% | -10% | x
O=C(OCc1cc(=O)n2ccsc2n1)c1ccc(O)cc1O | -8% | 12% | x
CC1CC(C)CN(C(=O)C(C)N(C)CC(=O)Nc2ccccc2Cl)C1 (stereo not drawn) | -8% | 5% | 5%
COc1ccc(CN(C(=O)CSc2nnc(-c3ccc(OC)c(OC)c3)o2)c2ccc(F)cc2)cc1 | -1% | -5% | -6%
O=C(Nc1sc2c(c1C(=O)O)CCCCC2)c1cccs1 | -8% | 15% | 28%
O=[N+]([O-])c1ccc(C2OCCO2)cc1CS(=O)(=O)c1ccccc1 | -4% | 1% | -4%
CS(=O)(=O)c1ccc2nc(NC(=O)CCNC(=O)c3ccccc3Cl)sc2c1 | -5% | -3% | x
Cc1ccc(C)c(C(=O)CCC(=O)Nc2cccnc2)c1 | -3% | -1% | -4%
COc1ccc(NC(=O)C2CCC(=O)N2)cc1 (stereo not drawn) | -11% | -1% | -8%
C=CCn1c(SCC(=O)N(C(C)CC)C2CCS(=O)(=O)C2)nc2ccccc2c1=O (stereo not drawn) | -1% | 3% | -5%
COc1ccc(N2CCN(CCCNC(=O)C3CCC(CNc4nc(=S)[nH]c5ccccc45)CC3)CC2)cc1 (stereo not drawn) | -1% | 4% | -3%
COc1ccc(-n2nc3c(N4CCCC(C(=O)NCc5cccc(F)c5)C4)nnc(C)c3c2C)cc1 (stereo not drawn) | -3% | -23% | x
Nc1c(-c2ccccc2Cl)cnn1-c1cccc([N+](=O)[O-])c1 | -5% | 0% | -25%
CCCN1CCN(CCCNC(=O)CN2C(=O)c3cccnc3Oc3ccc(C)cc32)CC1 | -11% | 0% | -9%
Cc1nc2nc(SCC(=O)N(C)Cc3ccccc3)nn2c(C)c1Cc1ccccc1Cl | -5% | -1% | x

Sorted by molecular weight (rising): 22 of the compounds above
SMILES | GCN5L2 inh | FEN1 inhibitor | N370S GC mod
COc1ccc(NC(=O)C2CCC(=O)N2)cc1 (stereo not drawn) | -11% | -1% | -8%
Cc1ccc(OCC(=O)N2CCCCCCC2)cc1 | 2% | -4% | -4%
Cc1ccc(OCC(=O)Nc2ccccc2F)cc1C | -1% | -2% | 19%
Cn1ncc2c(Sc3ccc(Cl)cc3)ncnc21 | 0% | -2% | -19%
Cc1cccc(N=Cc2cc3c(cc2[N+](=O)[O-])OCO3)c1 | -11% | -19% | -3%
Cc1ccc(CC(NC(=O)C2CCCCC2)C(=O)O)cc1 (stereo not drawn) | 0% | -9% | x
Cc1oc2ccc(Br)cc2c(=O)c1-c1nn[nH]n1 | 8% | 0% | -2%
Nc1c(-c2ccccc2Cl)cnn1-c1cccc([N+](=O)[O-])c1 | -5% | 0% | -25%
Cc1ccc(N/C=C/C(=O)c2ccccc2)cc1Br | -16% | -2% | 8%
NC(=O)COC(=O)c1cccc(S(=O)(=O)N2CCCCC2)c1 | -7% | -7% | 0%
C=C1CC[C@@H]2[C@](C)(CO)[C@H](O)CC[C@@]2(C)[C@@H]1/C=C/C1=CCOC1=O | 2% | -6%&9% | -5%&-1%
CCOC(=O)C1CCCN(CC(O)COc2ccccc2C(C)=O)C1 (stereo not drawn) | 0% | 0% | -1%
O=C1NC(=Nc2ccccc2Cl)S/C1=C\c1cccc([N+](=O)[O-])c1 | -20% | -21% | 2%
N#Cc1c(NC(=O)CSc2nc(N)cc(=O)[nH]2)sc2c1CCCC2 | 3% | -8% | 5%
CC1CC(C)CN(C(=O)C(C)N(C)CC(=O)Nc2ccccc2Cl)C1 (stereo not drawn) | -8% | 5% | 5%
O=C(NCCc1ccccc1)c1cc(Nc2ccccc2)nc2ccccc12 | -3% | 0% | x
Cc1ccc(NC(=O)COC(=O)c2ccc(=O)n(Cc3ccccc3)n2)cc1F | -7% | -11% | 0%
CCOc1ccc(NC(=O)Cn2c(=O)nc(-c3ccccc3)c3ccccc32)cc1 | 12% | 7% | x
COc1ccc(S(=O)(=O)NCCc2csc3nc(-c4ccccc4)nn23)cc1OC | -6% | -9% | x
Cc1nc2nc(SCC(=O)N(C)Cc3ccccc3)nn2c(C)c1Cc1ccccc1Cl | -5% | -1% | x
O=C(Nc1nc(-c2ccccc2)cs1)C1CCCN(S(=O)(=O)c2cccc([N+](=O)[O-])c2)C1 (stereo not drawn) | -2% | -15% | x
COc1ccc(N2CCN(CCCNC(=O)C3CCC(CNc4nc(=S)[nH]c5ccccc45)CC3)CC2)cc1 (stereo not drawn) | -1% | 4% | -3%
